Screening results deposited in PubChem by National Center for Advancing Translational Sciences (NCATS).
TRPV1 agonist = HTS Assay for Compounds that Act as Agonists of the Vanilloid Receptor 1; Transient receptor potential cation channel subfamily V member 1 (Homo sapiens), Q8NER1; TRPV1-expressing cells, Fluo-8 calcium influx, agonist mode; activation, % at 8.33 µM; 320,000 compounds, 0.19% hits; in the data active = activation above about 80%; inconclusive = between about 30% and that limit; note: 0% is about no effect
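TRPV1-expressing cells were cultured overnight at 35.5C and loaded with Fluo-8 calcium dye for 40 to 90 min at room temperature. After a 10 s baseline, compound was added and calcium influx was read kinetically for 3 min (ex 480/em 520 nm).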
KCNH2 WT inh = qHTS for Inhibitors of KCHN2 3.1: Wildtype qHTS; activity change, % at 1.84 µM; AID 720551, 2013; U2OS, BacMam KCNH2, thallium flux FluxOr; hits give low values; 340,000 compounds, 0.37% hits;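 active = maximum activity change below -70%; inconclusive = maximum activity change between -70% and -50%; inactive = maximum activity change above -50%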; note: % is set by controls: 0 for no effect and ±100 for the full control effect
Target sequence (Q12809 whole entry, looked up): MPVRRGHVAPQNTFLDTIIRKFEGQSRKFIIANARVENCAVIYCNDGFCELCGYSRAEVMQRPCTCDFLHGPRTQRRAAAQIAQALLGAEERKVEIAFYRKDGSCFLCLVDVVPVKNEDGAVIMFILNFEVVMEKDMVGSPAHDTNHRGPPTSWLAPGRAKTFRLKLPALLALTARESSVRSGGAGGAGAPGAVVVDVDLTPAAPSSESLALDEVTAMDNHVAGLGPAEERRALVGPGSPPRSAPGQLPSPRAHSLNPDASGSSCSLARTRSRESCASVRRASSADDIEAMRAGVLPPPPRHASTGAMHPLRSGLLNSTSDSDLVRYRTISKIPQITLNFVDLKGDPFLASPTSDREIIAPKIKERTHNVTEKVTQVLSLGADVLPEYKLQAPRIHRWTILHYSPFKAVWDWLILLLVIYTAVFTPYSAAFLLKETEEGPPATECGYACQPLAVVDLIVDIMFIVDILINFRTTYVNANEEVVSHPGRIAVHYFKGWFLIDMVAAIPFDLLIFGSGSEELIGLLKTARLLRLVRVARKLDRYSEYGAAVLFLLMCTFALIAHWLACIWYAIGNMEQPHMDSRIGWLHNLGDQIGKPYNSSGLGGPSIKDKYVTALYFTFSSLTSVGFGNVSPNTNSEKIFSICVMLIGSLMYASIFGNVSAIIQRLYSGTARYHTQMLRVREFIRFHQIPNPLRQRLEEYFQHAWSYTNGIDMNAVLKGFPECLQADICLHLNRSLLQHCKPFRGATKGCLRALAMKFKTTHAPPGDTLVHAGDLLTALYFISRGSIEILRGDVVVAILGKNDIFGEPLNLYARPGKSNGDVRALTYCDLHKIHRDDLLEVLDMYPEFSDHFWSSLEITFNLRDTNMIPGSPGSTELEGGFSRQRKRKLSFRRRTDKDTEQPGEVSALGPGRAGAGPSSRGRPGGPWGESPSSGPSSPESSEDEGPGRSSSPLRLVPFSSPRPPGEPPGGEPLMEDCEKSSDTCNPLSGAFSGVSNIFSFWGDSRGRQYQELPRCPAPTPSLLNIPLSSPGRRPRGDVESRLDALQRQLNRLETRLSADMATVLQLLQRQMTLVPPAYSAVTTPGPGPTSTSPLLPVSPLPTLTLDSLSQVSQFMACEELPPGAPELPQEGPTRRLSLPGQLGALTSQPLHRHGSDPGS
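U2OS cells were transduced with wild-type KCNH2 virus (2.03 x 10^8 / mL) for 4 h at room temperature, then cultured overnight at 37 C. Thallium flux was read with FluxOr dye. Rate constants were normalized to DMSO controls.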
KCNH2 3.1 block = qHTS for Inhibitors of KCHN2 3.1: Mutant qHTS; 340,000 compounds, 0.95% hits; AID 720553, 2013; activity change, % (tested at about 1.8 µM); Potassium voltage-gated channel subfamily H member 2, brain isoform KCNH2 3.1 (human); U2OS KCNH2 3.1, thallium flux FluxOr; hits give low values;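 active = maximum activity change below -70%; inconclusive = maximum activity change from -70% to -50%; inactive = maximum activity change above -50%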;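 note: thallium influx rate constant from kinetic fluorescence after stimulation buffer; % is set by controls: 0 for no effect and ±100 for the full control effect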
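FluxOr-based Tl+ influx in U2OS cells transduced with KCNH2 3.1 virus; rate constants normalized to DMSO controls.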
Mito fusion yeast = qHTS Assay for Small Molecule Inhibitors of Mitochondrial Division or Activators of Mitochondrial Fusion; S. cerevisiae fusion-defective mutant growth rescue, CellTiterGlo 48 h; Potency, µM (highest dose often 46.1 µM), inactives show at the top dose growth rescue (activation), actives largely listed as activators; 320,000 compounds, 0.23% hits; AID 485298, 2010;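 note: potency is the fitted concentration of half-maximal effect; % of control where 0% means no effect; nearly all actives have a fitted effect of over 45% in size; temperature-sensitive fusion mutants such as fzo1-1 at 37 °C on non-fermentable ethanol glycerol medium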
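Read-out: ATP-based luminescence (CellTiterGlo, 10 min ambient) reporting growth of fusion-defective ts yeast after 48 hours at 37C on glycerol/ethanol YPEG medium in the presence of compound.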
TSHR antag = Antagonists of the Thyroid Stimulating Hormone Receptor: HTS campaign; Thyrotropin receptor (Homo sapiens), P16473; TSHR-expressing cells, TSH-stimulated cAMP HTRF, 2 h; hits give low values; activity change, negative = inhibition, % at 11.5 µM; 330,000 compounds, 0.2% hits;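 active = activity change below a set negative limit, meaning inhibition stronger than a set level, cut at about -70% in these data; inconclusive = activity change between two set negative limits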; note: % is set by controls: 0 for no effect and ±100 for the full control effect
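Inhibition of cAMP made by TSHR-expressing cells under TSH stimulation (4nM final, EC80; 2 h, 37 deg C) is quantified with a one-step lysis HTRF kit, anti-cAMP cryptate versus cAMP-d2.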
Eya2 inh = qHTS Assay for Inhibitors of the Phosphatase Activity of Eya2; Protein phosphatase EYA2 (Homo sapiens), O00167; 330,000 compounds, 0.006% hits; recombinant Eya2, OMFP fluorescence dephosphorylation (OMFP is methylfluorescein phosphate); Potency, µM (highest dose often 76.9 µM), without a hit: top-dose activity, negative = inhibition, hits mostly inhibitors; AID 488837, 2010; note: potency is the fitted concentration of half-maximal effect; % is set by controls: 0 for no effect and ±100 for the full control effect
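Eya2 protein (added as 0.2 uM solution) was preincubated with compound for 10 min at ambient temperature in 50 mM HEPES pH 7.5, 50 mM NaCl, 5 uM MgCl2, 0.05% BSA, 1 mM DTT. OMFP (added at 50 uM) then reacted 10 min; fluorescence read at 485/525 nm.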
TCR activator = Activators of T cell receptors: qHTS campaign; primary human leukocytes, anti-CD3, IL-2 HTRF, 48 h; 330,000 tested, under 10 active; Potency, µM (titrated, usually from 9.22 µM), for the others: at the top dose activation of IL-2 secretion, actives largely listed as activators; note: % of control where 0% means no effect
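Using a-CD3 beads without co-stimulation, primary human leukocytes were exposed to compounds for 48 hr. An HTRF IL-2 kit measured the cytokine, with europium-to-d2 energy transfer producing emission at 665nm upon 320nm excitation.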
AT treatment = qHTS Assay for Identifying a Potential Treatment of Ataxia-Telangiectasia | […] A-T fibroblasts, KAP-1 phosphorylation AlphaLISA; neocarzinostatin DNA damage 30 min before lysis | Potency, µM (doses to about 57.5 µM), inactives show at the top dose activation, usual class: activators | 320,000 compounds, 0.19% hits; note: potency is the fitted concentration of half-maximal effect; % of control where 0% means no effect; nearly all actives have a fitted effect of over 45% in size
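ATM-like activity read as KAP-1 phosphorylation via AlphaLISA donor/acceptor antibody pairs after lysis and 6 hr at 25C. Cells were ATM-null patient fibroblasts ([…], hTERT), dosed 60 min, then exposed to the DSB inducer NCS for 30 min.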
ELG1 DNA repair = qHTS screen for small molecules that inhibit ELG1-dependent DNA repair in human embryonic kidney (HEK293T) cells expressing luciferase-tagged ELG1; HEK293T ELG1-luciferase reporter, luminescence, 16 h; DNA damage induced by 5-fluorouridine; Potency, µM (titrated, usually from 46.1 µM), inactives show at the top dose activity change, negative = inhibition, hits mostly inhibitors; 330,000 compounds, 2.3% hits; AID 504467, 2011; note: potency is the fitted concentration of half-maximal effect; % is set by controls: 0 for no effect and ±100 for the full control effect; nearly all actives have a fitted effect of over 55% in size
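Overnight (16 hr) co-exposure of 2,000 cells/well to 5-fluorouridine and compound at 37 °C preceded detection. Luciferase was quantified via ONE-Glo luminescence; loss of signal denotes inhibition.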
USP2a inh = qHTS Assay for Inhibitors of Ubiquitin-specific Protease USP2a Using CHOP2 as the Reporter. 330,000 compounds, 0.01% hits. USP2 core, Ub-CHOP2 coupled fluorogenic reporter, 485/531. Potency, µM (doses to about 38.3 µM), without a hit: at the highest dose activity change, negative = inhibition, most hits filed as inhibitors. AID 463254, 2010;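 note: potency is the fitted concentration of half-maximal effect; plate controls were DMSO wells for no effect and full inhibition by NEM control for full effect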
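USP2 core (10nM final) preincubated 30min RT with compound in 20mM Tris-HCl pH 8.0, 2mM CaCl2, 2mM beta-mercaptoethanol, 0.05% CHAPS; 25nM Ub-CHOP2 plus 25nM reporter substrate added, fluorescence (Ex485/Em531) read after 60min.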
An asterisk follows results filed as active; ? = inconclusive; nt = not tested or not shown; [ ] = dose if it differs, or a comment. Unless noted, calls come from the whole dose curve; as a rule, active = well fitted curve in the direction sought with a large enough effect; inconclusive = small, poorly fitted or top-dose-only effect, or another doubt; inactive = no such curve, though single readings can be large; an effect the other way counts as inactive or inconclusive. Some of the compounds tested; count on the stated rates, not on these rows.

Order of results: TRPV1 agonist | KCNH2 WT inh | KCNH2 3.1 block | Mito fusion yeast | TSHR antag | Eya2 inh | TCR activator | AT treatment | ELG1 DNA repair | USP2a inh
> COc1ccccc1CCNC(=O)c1cnccn1
→ -3 | 0 | -12 | -2% | 8 | 24% | 0% | 3% | 17% | 0%
> Cc1ccc(/C=N/NC(=O)c2cccc(S(=O)(=O)Nc3cccc(Cl)c3)c2)o1
→ -3 | -2 | -6 | -4% | 1 | 9% | -6% | 1% | -12% | 5%
> COc1cccc(C(=O)N/N=c2\sc3ccccc3n2C)c1
→ -2 | 3 | -1 | -4% | -7 | -9% | 4%[46.1 µM] | -5% | ? | 1%
> Cc1ccc(Nc2c([N+](=O)[O-])ccc3nonc23)cc1C
→ -2 | -48 | -8 | 3% | -15 | ? | -1% | 2% | 6% | 2%
> CN(C)C1=NCC(CSC(=N)N)S1 (centres undefined)
→ 0 | -6 | -9 | 6% | 3 | 8% | -4% | 7% | 5% | -1%
> COc1ccc(-c2ccnc3c(C(=O)O)cnn23)cc1
→ -1 | -4 | -2 | 0% | -10 | 5% | nt | 4% | 10% | -1%
> Cc1ccc(S(=O)(=O)Cc2ccc(C(=O)N3CCC(C(N)=O)CC3)o2)cc1
→ -6 | -23 | -7 | -1% | 6 | 3% | -4% | 22% | -3% | -1%
> O=C(O)CCc1ccc(-c2ccccc2)n1Cc1ccco1
→ -1 | -1 | -3 | -3% | -7 | 15% | 2% | 2% | 8% | -6%
> CNc1nc(C)nc(N/N=C/c2ccccc2)n1
→ 1 | -11 | -3 | -13% | 2 | -1% | -1% | 1%[11.5 µM] | ? | 7%
> CC(C)CC1NC(=O)c2ccccc2-n2c1nc1ccccc1c2=O (centres undefined)
→ nt | nt | nt | nt | -7 | 6% | nt | 1% | ? | 4%
> CCCc1cc(=O)[nH]c(SCC(=O)Nc2ccc(N3CCCCC3)cc2)n1
→ nt | -2 | -21 | nt | -27 | 1% | 6%[46.1 µM] | 6% | 0% | 0%
> COc1ccc(CNC(=O)c2ccccc2SCC(=O)N2CCCC2)cc1OC
→ -1 | -9 | 0 | -11% | 9 | ? | 4% | 7% | 17% | 0%
> COc1ccc(CCNC(=O)c2c(O)c3ccccc3[nH]c2=O)cc1
→ -4 | 9 | 1 | -3% | 5 | 9% | -1% | 2% | -9% | 0%
> N#C/C(=C\c1cccs1)C(=O)NCC1CCCO1 (centres undefined)
→ 0 | -2 | 1 | -2% | 31 | 6% | -10% | 1% | ? | 2%
> COc1ccc(CCN2C(=O)CC(N3CCN(S(=O)(=O)c4ccccc4)CC3)C2=O)cc1 (centres undefined)
→ 3 | -19 | -32 | 1% | 3 | -8% | 10% | -5% | -11% | 2%

The list goes on.
Order of results: TRPV1 agonist | KCNH2 WT inh | KCNH2 3.1 block | Mito fusion yeast | TSHR antag | Eya2 inh | TCR activator | AT treatment | ELG1 DNA repair | USP2a inh
> CCCCOc1ccc(Cn2c(=O)oc3ccccc32)cc1
→ 28 | -4 | -18 | 6% | -11 | 11% | -6% | 21% | -1% | 4%
> COc1cc(SC)ccc1C(=O)NCCc1ccccc1
→ -2 | -3 | 10 | 28% | -10 | 2% | -5%[46.1 µM] | 12% | ? | 0%
> CCC(C(=O)N1CCc2ccccc2C1)n1nc(C)n2c(cc3occc32)c1=O (centres undefined)
→ -4 | -9 | -25 | 13% | 1 | -4% | 0% | 2% | -1% | 0%
> O=C(CN(CCc1ccccc1)S(=O)(=O)c1ccc(Br)cc1)N/N=C/c1ccc2c(c1)OCO2
→ -5 | -5 | ? | -1% | 0 | -1% | 0%[46.1 µM] | -3% | -2% | 1%
> Cc1ccc(N(CC(=O)Nc2ccccc2C(=O)NCc2ccco2)S(=O)(=O)c2ccccc2)cc1C
→ 28 | 2 | -14 | 5% | -3 | -10% | 4% | -2% | ? | 2%
> COc1cc(C2NC(=O)NC(c3ccccc3)=C2C(C)=O)ccc1OCC(=O)O (centres undefined)
→ -3 | 0 | 3 | 4% | 4 | -14% | 6% | 0% | 8% | 2%
> CC(=O)c1cc(F)c(N2CCN(C(=O)COc3ccc(F)cc3)CC2)cc1C
→ ? | -27 | -38 | 8% | -4 | -13% | -1%[46.1 µM] | 0% | ? | 3%
> O=C1OCCC1Sc1nnc(-c2ccco2)o1 (centres undefined)
→ 3 | 4 | -16 | -2% | 1 | -1% | -7%[46.1 µM] | -1% | -5% | 1%
> NC(=O)NC(=O)COC(=O)c1ccc2c(c1)C(=O)N(Cc1ccccc1)C2=O
→ 4 | -6 | -2 | -3% | -1 | 20% | 5% | 0% | 6% | 2%
> Cc1ccc(-n2nnc(-c3cnc4ccccc4c3)n2)cc1
→ -1 | 11 | 2 | -2% | 4 | -1% | 2% | 6% | ? | -1%
> Cc1ccc(C(=O)O/N=C2\CCSc3ccc(C)cc32)cc1
→ 18 | -20 | -2 | 1% | 1 | 9% | 1% | 8% | ? | 2%
> O=C(NC(=S)NNC(=O)c1ccccc1O)c1ccccc1
→ 2 | -2 | -4 | -9% | -2 | 13% | -3% | 14% | -25% | 4%
> Cc1ccc(C)c2sc(N3CCN(C(=O)c4ccc([N+](=O)[O-])o4)CC3)nc12
→ ? | 8 | -11 | 20µM* | -11 | 21% | -4% | -8% | 4% | 6%
> Cc1cccc(N2C(=O)N3[C@H](c4ccc(Cl)cc4)[C@@H]4C(=O)N(C5CCCCC5)C(=O)[C@@H]4[C@]3(Cc3ccc(Cl)cc3)C2=O)c1
→ 2 | -14 | 0 | 5% | 20 | 10% | -3% | -4% | 1% | 0%
> O=C(CSC(=S)N1CCCC1)N(Cc1nnc(-c2ccccc2Cl)o1)C1CC1
→ 3 | 13 | 3 | 7% | -10 | 1% | -2% | 1% | ? | -2%

(continued)
Order of results: TRPV1 agonist | KCNH2 WT inh | KCNH2 3.1 block | Mito fusion yeast | TSHR antag | Eya2 inh | TCR activator | AT treatment | ELG1 DNA repair | USP2a inh
> O=C(Cc1n[nH]c(=O)c2ccccc12)N1CCN(S(=O)(=O)c2ccc(F)c(Cl)c2)CC1
→ nt | -4 | 0 | nt | -3 | 4% | -4%[46.1 µM] | 2% | -18% | 0%
> Cc1ccc(S(=O)(=O)NCCC(=O)Nc2nnc(C)s2)cc1
→ -1 | 0 | -17 | -2% | nt | nt | -1% | nt | nt | nt
> O=C(CSCc1ccc(C(=O)O)cc1)Nc1ccc2ccccc2c1
→ -2 | -29 | 28 | 1% | -12 | 0% | -2% | ? | -7% | -1%
> O=C1c2cccc3c(N4CCCCC4)ccc(c23)C(=O)N1c1ccc(O)cc1
→ ? | 1 | -7 | 24% | 2 | ? | 5% | 6% | 0% | ?
> CC(=O)NC(CC(=O)OCC(=O)N1CCc2ccccc21)c1ccccc1 (centres undefined)
→ 1 | -1 | -3 | 8% | -1 | 23% | 2% | -5% | -4% | 0%
> Cc1nc(-c2nnc(SCC(=O)Nc3cc(Cl)cc(Cl)c3)n2C)cs1
→ -2 | 2 | -1 | 4% | -5 | 1% | -1% | 7% | -3% | 1%
> O=C(NC(NC(=S)Nc1ccc(Cl)c(Cl)c1)C(Cl)(Cl)Cl)c1ccco1 (centres undefined)
→ nt | -4 | 8 | -10% | -9 | 0% | -6% | -6% | -22% | -5%
> COc1ccc(C(=O)Nc2cccc(C(=O)N/N=C/c3ccc(OC)cc3OC)c2)cc1
→ 1 | -3 | -24 | -3% | -8 | 17% | 1% | 2% | ? | 1%
> CCOC(=O)C1=C(C)Nc2ccccc2N=C1NC(=O)c1ccc(Cl)c(S(=O)(=O)N2CCCC2)c1
→ 5 | 6 | 2 | 3% | 19 | -6% | 0% | 4% | ? | 0%
> CCN(CC(=O)Nc1c(F)cccc1F)C(=O)c1ccc(-n2cncn2)c([N+](=O)[O-])c1
→ -3 | -6 | 5 | -2% | -3 | 15% | -2% | 2% | 0% | 3%

Exported bar-delimited: 2 of the compounds above.
canonical_smiles | TRPV1 agonist | KCNH2 WT inh | KCNH2 3.1 block | Mito fusion yeast | TSHR antag | Eya2 inh | TCR activator | AT treatment | ELG1 DNA repair | USP2a inh
CCOC(=O)C1=C(C)Nc2ccccc2N=C1NC(=O)c1ccc(Cl)c(S(=O)(=O)N2CCCC2)c1 | 5 | 6 | 2 | 3% | 19 | -6% | 0% | 4% | ? | 0%
COc1ccc(C(=O)Nc2cccc(C(=O)N/N=C/c3ccc(OC)cc3OC)c2)cc1 | 1 | -3 | -24 | -3% | -8 | 17% | 1% | 2% | ? | 1%
